# MPTP block = inhibitors of mitochondrial permeability transition pore; isolated mouse mitochondria, Ca2+ swelling absorbance, 30 min; inhibition, % at 10 µM; 360,000 tested, 1.4% active;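 active = inhibition of 50% or more, scaled per plate between neutral and stimulator controls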;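 also: 0% = DMSO wells given calcium and 100% = 1 mM EGTA wells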
# APOBEC3A inh = blocks human APOBEC3A ssDNA deamination | recombinant A3A, FAM/TAMRA ssDNA deamination fluorescence | inhibition, % at 20 µM | 330,000 tested, 0.41% active | AID 493011;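 active = at least 40% inhibition at 20 µM here, with at most 30% in a related deaminase screen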;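 also: plate controls were A3A with DMSO for no effect and wells lacking A3A enzyme for full effect; some results filed as inactive read as strong as hits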
# Target sequence (P31941 whole entry, looked up): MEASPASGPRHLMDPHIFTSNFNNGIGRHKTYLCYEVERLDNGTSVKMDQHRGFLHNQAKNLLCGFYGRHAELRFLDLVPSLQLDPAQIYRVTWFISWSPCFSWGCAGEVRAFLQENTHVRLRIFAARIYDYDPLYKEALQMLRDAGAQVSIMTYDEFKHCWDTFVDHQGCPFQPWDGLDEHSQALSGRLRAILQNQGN
# mIAP act = increases mouse intestinal alkaline phosphatase activity; muIAP, CDP-Star luminescence, 30 min; hits give high values; 1 = vehicle-only enzyme signal, 0 = enzyme-free wells; activation factor at 10 µM; 330,000 tested, 0.24% active;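 active = activation factor of at least 2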; also: the source names both 10 and 20 µM as test concentration; values of inactives mirror those of a sister screen read the other way
#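 System: Mouse IAP enzyme | Also added: CDP-Star substrate | Dosing: Compounds dispensed in DMSO | Schedule: 30 min enzyme-substrate-compound incubation at room temperature | Technique: Chemiluminescence readout | Control set: DMSO-only wells and no-enzyme negative control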
# A3G deaminase = inhibitors of human APOBEC3G DNA deaminase. Q9HC16. recombinant A3G, ssDNA deamination FAM/TAMRA fluorescence. inhibition, % at 20 µM. 330,000 tested, 0.28% active;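 active = inhibition of at least 40% at 20 µM, with no more than 30% in the related APOBEC3A deaminase screen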;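 also: plate controls were DMSO wells with A3G for no effect and wells lacking A3G enzyme for full effect; some compounds called inactive have numbers as strong as hits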
# ATG4B inh = ATG4B (human) cysteine protease inhibition | Q9Y4P1 | ATG4B cleavage of LC3-PLA2, NBD-HPC fluorescence, 1 h | inhibition, % at 8.33 µM | 340,000 tested, 0.51% active | AID 504462; in the data active = inhibition above about 40%
# hIAP block = blocks human intestinal alkaline phosphatase | P09923 | purified IAP, CDP-Star luminescence, 30 min | inhibition, % at 10 µM | 330,000 tested, 0.12% active;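 active = inhibition reaching a set limit with compound at 10 µM in the primary screen, cut at about 35% in these data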;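 also: plate controls were DMSO wells with enzyme for no effect and no-enzyme buffer wells for full effect; values of inactives mirror those of a sister screen read the other way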
# Target sequence (P09923 whole entry, looked up): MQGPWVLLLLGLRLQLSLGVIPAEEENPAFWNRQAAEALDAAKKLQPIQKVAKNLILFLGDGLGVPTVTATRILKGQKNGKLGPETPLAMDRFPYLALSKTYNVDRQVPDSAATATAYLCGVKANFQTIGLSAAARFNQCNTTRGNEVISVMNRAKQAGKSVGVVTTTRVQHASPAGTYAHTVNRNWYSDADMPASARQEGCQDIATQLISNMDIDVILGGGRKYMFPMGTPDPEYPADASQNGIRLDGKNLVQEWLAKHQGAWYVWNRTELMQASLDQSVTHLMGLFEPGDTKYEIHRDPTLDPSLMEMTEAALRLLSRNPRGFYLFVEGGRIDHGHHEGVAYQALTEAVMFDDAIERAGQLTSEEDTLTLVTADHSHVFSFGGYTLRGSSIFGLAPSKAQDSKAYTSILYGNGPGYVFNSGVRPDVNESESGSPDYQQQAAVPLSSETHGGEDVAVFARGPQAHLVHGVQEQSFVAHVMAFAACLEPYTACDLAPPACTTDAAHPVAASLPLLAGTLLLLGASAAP
# hIAP activ = increases human intestinal alkaline phosphatase activity; P09923; purified human IAP, CDP-Star luminescence, 30 min; hits give high values; 1 = vehicle-only enzyme, 0 = enzyme-free background; activation factor at 10 µM; 330,000 tested, 0.16% active;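 active = activation factor of the enzyme at least 2-fold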; also: the source names both 10 and 20 µM as test concentration; values of inactives mirror those of a sister screen read the other way
# mIAP inh = mouse IAP inhibition; purified mouse IAP, CDP-Star luminescence, 30 min; inhibition, % at 10 µM; 330,000 tested, 0.2% active;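 active = inhibition of at least 40% at 10 µM in the primary screen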;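 also: plate controls were DMSO with enzyme for no effect and no enzyme wells for full effect; values of inactives mirror those of a sister screen read the other way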
# MIN6 prolif = MIN6 beta-cell proliferation induction; MIN6 cells proliferation, ATPlite luminescence, 48 h; cells starved in 0.2% serum; 100% = growth in 10% serum; 330,000 tested, 0.29% active; proliferation, % at 10 µM;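 active = compounds whose signal lies at least 3.5 SD above the mean of all wells on their plate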;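 also: 0% = DMSO-treated cells in low-serum medium and 100% = 10% serum control; some compounds called inactive have numbers as strong as hits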
# * hit, by the source's call; . = not tested or not shown.
SMILES,MPTP block,APOBEC3A inh,mIAP act,A3G deaminase,ATG4B inh,hIAP block,hIAP activ,mIAP inh,MIN6 prolif
O=C(Cn1cnc2c(cnn2-c2ccccc2)c1=O)Nc1cc(S(=O)(=O)N2CCOCC2)ccc1Cl,0.2,0.4,0.96,0.2,10.0,-1.7,1.02,4.0,0.0
COc1ccccc1-c1nn(-c2ccccc2)cc1C(=O)N1CCN(C(=O)c2ccco2)CC1,-0.1,2.3,1.02,-5.7,-1.5,3.3,0.967,-2.5,0.7
Cc1c(CN2CCC(n3nccc3NC(=O)C3CC3)CC2)[nH]c2ccccc12,0.9,-2.8,1.07,-6.3,16.5,-38.6,1.39,-7.2,5.0
O=C1CCCN1CCC1CCN(C(=O)Nc2ccccc2)CC1,-1.4,3.9,1.03,-2.5,-4.7,-11.9,1.12,-3.0,-2.5
CCN(C(=O)N1CCOCC1)c1ccccc1C,-0.2,-2.9,1.03,-4.8,1.1,5.4,0.946,-2.9,-2.0
CCCCC[C@@H]1C=C(C(=O)O)[C@H](c2ccc(Cl)c(Cl)c2)N1S(=O)(=O)c1ccc(C)cc1,2.2,-3.0,1.03,-3.1,30.7,-12.6,1.13,-2.9,-4.7
CCCCNC(=O)C(=O)NCc1ccncc1,1.3,5.5,1.06,2.5,3.1,1.6,0.984,-6.5,-0.5
O=C(CC1S/C(=N/N=C/c2cccs2)NC1=O)Nc1ccc(Cl)c(Cl)c1 (centres undefined),-2.3,-3.9,0.991,-5.7,61.2*,-21.6,1.22,0.9,-4.3
CCn1ccnc1CNC(=O)C1CCC(=O)N(Cc2ccccc2F)C1 (centres undefined),-0.3,-1.5,1.03,-5.3,19.1,-28.8,1.29,-2.7,-0.4
COc1cc(-c2nc3ccc4ccccc4c3c3c2CCC3)cc(OC)c1O,-0.8,5.8,0.968,-4.0,-23.1,-5.9,1.06,3.2,-5.2

# Overlap with the part before: two compounds, followed by the next part.
SMILES,MPTP block,APOBEC3A inh,mIAP act,A3G deaminase,ATG4B inh,hIAP block,hIAP activ,mIAP inh,MIN6 prolif
CCn1ccnc1CNC(=O)C1CCC(=O)N(Cc2ccccc2F)C1 (centres undefined),-0.3,-1.5,1.03,-5.3,19.1,-28.8,1.29,-2.7,-0.4
COc1cc(-c2nc3ccc4ccccc4c3c3c2CCC3)cc(OC)c1O,-0.8,5.8,0.968,-4.0,-23.1,-5.9,1.06,3.2,-5.2
COc1ccc(CNC(=O)N2CCN(c3cccc(Cl)c3)CC2)cc1OC,-0.8,-2.1,1.12,-13.8,-5.2,-11.0,1.11,-11.7,-1.4
C=CCN1C(=O)c2ccc(C(=O)N(C)CC(=O)Nc3ccccc3Cl)cc2C1=O,-1.5,-3.3,0.976,-5.4,7.5,-4.9,1.05,2.4,-2.3
NS(=O)(=O)c1ccc(CCNC(=O)CNCCc2ccc(C(F)(F)F)cc2)cc1,0.4,-2.7,0.953,-7.4,6.0,13.4,0.866,4.7,-3.3
CCOC(=O)C1CCN(C(=O)c2ccccc2NS(=O)(=O)c2ccc(F)cc2)CC1,0.3,-1.7,0.892,-7.7,-3.7,-17.1,1.17,10.8,5.2
O=C(NCCS(=O)(=O)NC1CCCC1)c1ccc(F)cc1,-1.3,-0.7,0.976,-4.2,-1.6,-2.6,1.03,2.4,0.1
CCn1c(CNC(=O)c2ccccc2F)nnc1SCC(=O)NC1CCCCC1,3.1,0.6,0.865,-4.4,-13.6,-13.4,1.13,13.5,-0.5
NNC(=O)c1snnc1-c1ccccc1,-0.5,0.8,0.983,-2.7,0.1,6.2,0.938,1.7,5.5
CC(C)c1ccc(NC(=O)C[n+]2ccn(C3=C([O-])c4ccccc4C3=O)c2)cc1,1.3,5.8,0.818,5.7,-9.6,16.5,0.835,18.2,0.5
O=S(=O)(/C=C/c1ccccc1)NC1CCCCCC1,-0.7,-2.7,1.05,-5.3,3.5,-0.9,1.01,-5.1,3.0
COc1ccc(N2CC(O)=C(c3nc(-c4ccc(F)cc4)cs3)C2=N)cc1Cl,7.1,0.4,1.01,-8.9,2.9,0.9,0.991,-1.2,-1.7
CC(C)c1nc(SCC(=O)Nc2nccs2)c2ccccc2n1,-0.7,-2.9,1.04,-6.9,-2.5,3.2,0.968,-3.9,0.0
O=C1C(=O)N(CCCn2ccnc2)C(c2ccc(Br)cc2)/C1=C(\O)c1ccc2c(c1)OCCO2 (centres undefined),-0.9,-2.7,0.93,-0.8,-4.1,-48.6,1.49,7.0,-1.0
Cc1ccc(SCCNC(=O)/C=C/c2ccc(Cl)cc2)cc1,-13.7,-4.9,0.809,-13.2,9.5,-5.0,1.05,19.1,0.0
COC(=O)c1sc(NC(=O)C2c3ccccc3Oc3ccccc32)c(C(=O)OC)c1C,-0.4,-4.7,1.02,-7.5,-13.5,12.1,0.879,-1.6,-6.8
Cc1[nH]c2ccccc2c1C(=O)C(=O)N1CC=C(c2ccccc2)CC1,-0.1,-0.4,0.989,-3.1,-4.9,10.2,0.898,1.1,0.0
COc1cccc(/C=N/NC(=O)C(=O)Nc2ccccc2OC(F)(F)C(F)F)c1O,1.5,0.8,0.817,-6.9,8.7,-29.1,1.29,18.3,-5.2
O=C(NC(Cc1ccccc1)c1nc2ccccc2[nH]1)c1cccc([N+](=O)[O-])c1 (centres undefined),64.9*,7.1,0.922,1.7,-6.9,-2.1,1.02,7.8,-1.0
Cc1ccc(N=Nc2c(=O)[nH]n3c(C)cc(C)nc23)cc1,3.8,-5.3,0.879,6.8,-2.2,-8.0,1.08,12.1,-5.2
CC1CCN(C(C)C(=O)Nc2ccccc2-c2ccccc2)CC1 (centres undefined),1.7,-4.6,1.12,-5.0,42.8*,-12.8,1.13,-11.6,-4.2
COc1ccc2cc(C(=O)OC(C)C)sc(=O)c2c1OC,-0.3,-2.2,1.05,-1.0,4.4,-3.9,1.04,-4.9,-1.9
COc1ccc(C2(C(=O)N3CCCC3)CCOCC2)cc1OC,0.5,1.9,0.977,-5.1,0.9,-3.1,1.03,2.3,1.2
O=C(N/C(=C\c1ccc([N+](=O)[O-])cc1)C(=O)N1CCCCC1)c1ccccc1Br,-1.6,3.2,1.01,0.3,-1.0,-1.0,1.01,-1.3,0.3
COc1ccc(Cl)cc1-c1nc(SCC(N)=O)n[nH]1,0.7,-5.1,1.01,-5.1,10.4,-2.4,1.02,-1.5,-3.0
C=C1CCN([C@@H](Cc2ccccc2)C(=O)NCCC(C)C)S(=O)(=O)c2ccccc21,0.4,-2.7,1,-9.9,-3.0,7.4,0.926,-0.4,-5.4
CN(CC(=O)Nc1ccc([N+](=O)[O-])cc1Br)Cc1c(F)cccc1Cl,11.4,4.1,0.862,1.8,1.6,-0.3,1,13.8,-6.9
CCOC(=O)CC(C(=O)OCC)P(=O)(c1ccccc1)c1ccccc1 (centres undefined),-0.5,-5.7,1.05,2.6,-7.1,5.7,0.943,-5.0,-2.1
Cc1ccsc1C(=O)OCC(=O)Nc1c(C)n(C)n(-c2ccccc2)c1=O,-0.5,2.6,1.04,-3.5,-5.3,-8.5,1.08,-4.5,0.9
O=C(c1c(Cl)cccc1Cl)N1CCN(c2cccc3[nH]ccc23)CC1,2.1,-3.7,0.949,-12.2,-0.4,-12.3,1.12,5.1,-0.9
CCCCN(C)C1CCN(C(=S)Nc2cccc(OC)c2)CC1,0.1,0.5,0.974,-8.0,10.5,4.1,0.959,2.6,4.1
N=C(N)SCc1cn2ccccc2n1,-2.2,-4.3,0.986,-7.2,5.6,1.1,0.989,1.4,0.0
CCn1c(=O)c(C(=O)NCCCc2ccccc2)c(O)c2ccccc21,1.3,-5.2,0.923,-6.7,-7.1,-13.9,1.14,7.7,-0.8
CSc1nsc(N/N=C/c2ccc3c(c2)OCO3)c1C#N,1.0,-6.7,0.891,-9.8,1.7,10.3,0.897,10.9,-1.8
CCOC(=O)Cc1csc(NC(=S)NC(=O)c2cc(OC)cc(OC)c2)n1,-0.4,-4.4,0.9,-12.9,4.4,24.1,0.759,10.0,0.2
NC(=O)c1ccccc1NC(=O)CN1CCOCC1,-1.4,0.6,1,1.3,-4.9,2.7,0.973,-0.4,-0.1
O=C(CN1C(=O)/C(=C\c2cccc(Cl)c2)Sc2ccccc21)NCCCN1CCOCC1,1.2,-3.9,1.03,-4.7,-5.9,-5.6,1.06,-3.4,-5.1
O=C(Cc1ccc(Cl)c(Cl)c1)Nc1ccccc1N1CCCC1,1.6,-4.4,1.01,-6.4,19.9,5.0,0.95,-1.1,-6.1
O=C(CN1CCN(S(=O)(=O)c2cccc(Br)c2)CC1)N1CCCCC1,0.4,-4.8,0.953,-8.2,3.0,-2.1,1.02,4.7,-1.1
COc1cc(OC)cc(C(=O)N2CCN(S(=O)(=O)c3ccc(Cl)s3)CC2)c1,-0.2,0.1,1.01,-2.2,-11.5,8.3,0.917,-0.9,4.3
Nc1nc(N2CCN(c3ccc(Cl)cc3)CC2)n[nH]1,0.6,-5.4,0.974,-4.4,-9.4,9.6,0.904,2.6,-0.6
O=S1(=O)CCC(NC(=S)N2CCOCC2)C1 (centres undefined),0.2,-0.6,0.933,-4.4,-9.6,9.9,0.901,6.7,-0.7
CCOC(=O)c1ccc(S(=O)(=O)NC2CC2)cc1,1.8,-1.5,0.992,-8.8,0.8,-5.5,1.05,0.8,3.0
CCOc1ccc(S(=O)(=O)n2nnc3ccccc32)cc1C,.,-2.6,0.958,-6.4,-3.0,12.9,0.871,4.2,3.1
CCCCCCCN1C2=NCCN2c2ccccc21,5.9,7.9,0.997,0.4,9.7,-29.2,1.29,0.3,-3.0
CN(C)S(=O)(=O)c1cccc(C(=O)NC2CCSc3ccccc32)c1 (centres undefined),0.1,-1.6,1.04,-10.2,-2.2,-3.7,1.04,-3.9,3.3
C/C(=N\NC(=O)Cc1ccc(F)cc1)c1ccc(F)cc1,1.4,-0.2,0.952,-8.1,2.7,-1.9,1.02,4.8,2.4
COc1ccc(-c2[nH]ncc2CN(C)CCCN2CCOCC2)cc1F,0.0,-5.0,0.929,-10.0,22.9,-0.9,1.01,7.1,-4.8
CCc1cc(Br)ccc1NC(=O)C1CCCO1 (centres undefined),-0.3,3.7,0.953,3.9,2.2,0.5,0.995,4.7,-3.3
O=C(Nc1ccc(Cl)c(Cl)c1)Nc1cc(S(=O)(=O)N2CCOCC2)ccc1N1CCCC1,93.5*,0.2,3.12*,-5.3,30.3,-42.6,1.43,-212.0,-6.8
Cc1ccc(NCCCCO)cc1C,1.2,-5.8,1.07,-4.6,-1.4,-5.9,1.06,-7.1,0.8
COc1ccc(C2CCCN2C(=S)Nc2c(C)cccc2C)cc1OC (centres undefined),2.4,0.3,1.05,1.9,19.9,-0.9,1.01,-4.7,1.4
Cc1ccc(C)c(C(C)NC(=O)C2CC=CCC2C(=O)O)c1 (centres undefined),0.9,-4.9,1.04,-5.8,-1.4,2.2,0.978,-4.5,-2.4
CC1CCCCN1C(=O)CCS(=O)(=O)c1cccc2nonc12 (centres undefined),-0.5,2.7,1.06,2.6,7.3,-10.5,1.1,-6.0,-1.4
COc1cc(/C=C/C(=O)Oc2coc(CSc3ncccn3)cc2=O)cc(OC)c1OC,-0.1,3.9,1,-5.3,8.7,-12.5,1.12,-0.3,3.1

# An excerpt from above, reduced to hIAP block, mIAP inh and MIN6 prolif.
structure | hIAP block | mIAP inh | MIN6 prolif
O=S1(=O)CCC(NC(=S)N2CCOCC2)C1 (centres undefined) | 9.9 | 6.7 | -0.7
CCOC(=O)c1ccc(S(=O)(=O)NC2CC2)cc1 | -5.5 | 0.8 | 3.0
CCOc1ccc(S(=O)(=O)n2nnc3ccccc32)cc1C | 12.9 | 4.2 | 3.1
CCCCCCCN1C2=NCCN2c2ccccc21 | -29.2 | 0.3 | -3.0
